# Screening results as filed in PubChem.
# OX1R antag-1: antagonists of human orexin 1 receptor (OX1R); Orexin/Hypocretin receptor type 1 (Homo sapiens), O43613; OX1R-expressing cells, FRET antagonist read-out; inhibition, % at 6.6 µM; hit rate 1.8% among 330,000; AID 485270, 2010; in the data active means inhibition mostly above about 38%, no sharp cut-off; inactive means mostly below about 40%;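 further: 0% = agonist challenge alone and 100% = reference antagonist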
# Target sequence (O43613 whole entry, looked up): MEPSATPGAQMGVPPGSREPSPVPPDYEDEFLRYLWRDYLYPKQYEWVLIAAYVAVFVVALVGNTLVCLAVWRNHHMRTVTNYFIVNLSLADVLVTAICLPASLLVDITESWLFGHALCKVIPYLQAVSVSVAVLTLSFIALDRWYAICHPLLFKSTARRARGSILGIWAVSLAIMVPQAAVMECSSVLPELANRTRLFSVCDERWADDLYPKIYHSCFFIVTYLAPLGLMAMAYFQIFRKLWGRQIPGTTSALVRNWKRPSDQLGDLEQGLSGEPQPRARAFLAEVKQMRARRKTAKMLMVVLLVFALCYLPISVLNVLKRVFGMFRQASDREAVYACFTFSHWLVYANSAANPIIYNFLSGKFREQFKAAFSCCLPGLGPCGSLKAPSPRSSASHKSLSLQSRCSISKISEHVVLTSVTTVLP
# OX1R antag-2: OX1R (HCRTR1) antagonists, primary screen, fluorescence, CHO/OX1R cells, Fluo-8 calcium, orexin A | Orexin/Hypocretin receptor type 1 (Homo sapiens), O43613 | Fluo-8 calcium fluorescence | inhibition, % at 5 µM | hit rate 0.43% among 330,000 | AID 434989, 2010;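 active means inhibition above its plate's threshold, mean inhibition of all tested compounds on the plate plus 3 SD, cut at about 37% in these data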;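 further: 0% = orexin A challenge wells and 100% = SB-334867-A antagonist wells; not every result past the cut was called active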
# CHT PAM: CHT positive allosteric modulators, primary screen, cell-based, membrane potential dye, choline EC20; High affinity choline transporter 1 (Homo sapiens), Q9GZV3; CHT-expressing cells; stronger effect = higher value; LV-AA mutant CHT in HEK293 cells; B-score at 10 µM; hit rate 0.49% among 310,000; AID 488977, 2010;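 active means initial fluorescence not abnormally high and integrated response B-score, plate-corrected, over 3 SD above library mean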
# Target sequence (Q9GZV3 whole entry, looked up): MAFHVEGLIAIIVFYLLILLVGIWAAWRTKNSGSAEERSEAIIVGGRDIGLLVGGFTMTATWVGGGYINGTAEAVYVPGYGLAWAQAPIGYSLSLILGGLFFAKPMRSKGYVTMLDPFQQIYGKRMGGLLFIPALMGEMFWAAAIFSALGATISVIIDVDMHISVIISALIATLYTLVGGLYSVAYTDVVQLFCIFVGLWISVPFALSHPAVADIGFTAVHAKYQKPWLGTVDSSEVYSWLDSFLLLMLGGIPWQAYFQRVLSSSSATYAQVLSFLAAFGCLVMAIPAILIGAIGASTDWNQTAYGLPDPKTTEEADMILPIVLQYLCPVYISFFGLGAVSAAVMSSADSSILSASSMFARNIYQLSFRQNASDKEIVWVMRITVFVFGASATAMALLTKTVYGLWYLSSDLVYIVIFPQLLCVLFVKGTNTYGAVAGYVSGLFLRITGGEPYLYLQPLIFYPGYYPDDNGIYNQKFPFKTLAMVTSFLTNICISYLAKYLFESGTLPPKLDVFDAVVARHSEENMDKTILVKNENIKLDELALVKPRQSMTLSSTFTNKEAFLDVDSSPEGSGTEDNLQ
# Starred values were filed as active, the others as inactive; i = inactive; · = not tested or not shown.
SMILES,OX1R antag-1,OX1R antag-2,CHT PAM
CS(=O)(=O)N(CC(=O)N1CCc2ccccc2C1)c1cccc([N+](=O)[O-])c1,10,-18,i
Cc1cccc(C)c1NC1=NC(=S)N(c2ccc(N(C)C)cc2)C1(C)C,6,-17,i
Cn1c(=O)oc2cc(S(=O)(=O)NCCC(=O)NCc3ccc(F)cc3)ccc21,6,-21,i
S=C(NCCc1c[nH]c2ccccc12)NC1CC1,6,-14,i
O=C(O)Cc1ccc(NC(=O)c2cccc(NC(=O)c3ccco3)c2)cc1,14,-2,i
CCN(CC)S(=O)(=O)c1cnccc1N1CCN(c2cccc(Cl)c2)CC1,11,-29,9.3*
Cc1ccc(-c2cn(-c3ccc(OC(F)F)cc3)c3[n+]2CCCCC3)cc1,9,-11,i
Cc1ccc(-c2nc3ncccn3c2Nc2ccc3c(c2)OCCO3)o1,20,-26,i
Cc1oc2cc(OC(=O)c3ccco3)ccc2c(=O)c1-c1nc2ccccc2n1C,6,-13,i
O=C(CC(c1ccco1)C1CCCCC1=O)c1ccccc1 (centres undefined),7,-22,i
CCCN1CCN(C(=O)c2c(Cl)cnn2C)CC1,2,0,i
Cc1ccccc1C(=O)N1CCC(C(=O)NN2C(=O)NC3(CCCCC3)C2=O)CC1,-3,5,·
CCC1Nc2ncnc(N3CCCCC3)c2N(Cc2ccc(C)cc2)C1=O (centres undefined),3,-23,·
Cc1cc(C)cc(NC(=O)c2ccc(N3C(=O)C4CCCCC4C3=O)cc2)c1 (centres undefined),-6,-10,i
COC(=O)c1ccc(NC(=S)NNC(=O)c2ccccc2)cc1,7,28,i
O=[N+]([O-])c1ccccc1/C=C/C=N/Nc1nc(N2CCCCC2)nc(N2CCCCC2)n1,4,-30,i
Cc1ccc(N2C(=O)CSC2c2ccc3c(c2)OCO3)cc1 (centres undefined),23,-11,i
C=CCOC(=O)C1=C[C@@H](c2coc3ccccc3c2=O)C[C@@H](OCCCCO)O1,9,-25,i
Nc1ccc(Cl)c[n+]1Cc1cccc2cccnc12,17,8,i
Cc1ccc(C(=O)NC2CCC(C)CC2)o1 (centres undefined),6,-13,i

# Seven entries from above, set out differently:
Structure | OX1R antag-1 | OX1R antag-2 | CHT PAM
Cc1cc(C)cc(NC(=O)c2ccc(N3C(=O)C4CCCCC4C3=O)cc2)c1 (centres undefined) | -6 | -10 | i
COC(=O)c1ccc(NC(=S)NNC(=O)c2ccccc2)cc1 | 7 | 28 | i
O=[N+]([O-])c1ccccc1/C=C/C=N/Nc1nc(N2CCCCC2)nc(N2CCCCC2)n1 | 4 | -30 | i
Cc1ccc(N2C(=O)CSC2c2ccc3c(c2)OCO3)cc1 (centres undefined) | 23 | -11 | i
C=CCOC(=O)C1=C[C@@H](c2coc3ccccc3c2=O)C[C@@H](OCCCCO)O1 | 9 | -25 | i
Nc1ccc(Cl)c[n+]1Cc1cccc2cccnc12 | 17 | 8 | i
Cc1ccc(C(=O)NC2CCC(C)CC2)o1 (centres undefined) | 6 | -13 | i

# Other structures follow:
SMILES,OX1R antag-1,OX1R antag-2,CHT PAM
CCOC(=O)c1cnc2c(CC)cccc2c1NCCCN1CCOCC1,7,-20,i
Cc1ccc2nc(-c3ccc4c(c3)NC(=O)CO4)cn2c1,8,-10,i
CCOc1cccc(CNc2ccc(O)cc2)c1OCc1ccccc1Cl,17,-21,i
Cc1ccc(NC(=O)CN2CCN(S(=O)(=O)c3ccc(F)cc3)CC2)cc1C,7,-14,·
CCOC(=O)c1ccc(NC(=S)N2CCN(S(C)(=O)=O)CC2)cc1,8,-26,i
CC1=C(C(=O)OC(C)C)C(c2ccccn2)n2ncnc2N1 (centres undefined),4,-8,i
CCOC(=O)CNC(=O)CSc1ccc2nnc(-c3cccnc3)n2n1,9,-1,i
CC1CN(C2=CC(=O)CCC2)CC(C)O1 (centres undefined),8,11,i
CCCC(=O)NC(Nc1ccccc1OC)C(Cl)(Cl)Cl (centres undefined),9,-1,i
O=C(CN1C(=O)NC(CCc2ccccc2)C1=O)Nc1cccc(Br)c1 (centres undefined),-1,-3,·
CS(=O)(=O)N1CCN(C(=O)C2c3ccccc3Oc3ccccc32)CC1,8,-9,i
CCOc1ccccc1NC(=O)c1cccc2ccccc12,3,-19,i
Cc1ccc(C(=O)Nc2ccc(N3CCN(C)CC3)cc2)cc1,23,-9,i
CC(C)(CO)NCC(=O)Nc1cc(C(F)(F)F)cc(NC(=O)CNC(C)(C)CO)c1Cl,9,4,i
Cc1ccc(CC(=O)OC(C)C(=O)NC2CCCCC2C)cc1C (centres undefined),5,-19,·
CCN(CC)S(=O)(=O)c1ccc(Cl)c(C(=O)OCC(=O)c2c(N)n(C)c(=O)n(C)c2=O)c1,35,-11,i
Cn1ncc(Cl)c(Oc2ccccc2)c1=O,12,-11,i
O=C(CCN1CCc2ccccc2C1)Nc1ccc2c(c1)OCO2,9,-9,i
CCN1CCN(c2ccc(N=Cc3ccccc3O)cc2)CC1,10,-24,i
Cc1sc2nc3n(c(=O)c2c1C)CCCS3,24,-20,i
COc1ccc(S(=O)(=O)N(C)CC(=O)N2CCC(C(N)=O)CC2)cc1Cl,3,-9,i
Cc1ccc(S(=O)(=O)N2CCC(C(=O)N[C@H](C(=O)NC3CCS(=O)(=O)C3)C(C)C)CC2)cc1 (some centres undefined),6,-24,i
CCCCCC(=O)NC(=S)NNC(=O)c1ccc([N+](=O)[O-])cc1,33,16,i
COc1cccc(C(=O)NNC(=O)CCN2CCN(c3ccccc3)CC2)c1,8,-37,·
CCNc1nc(Oc2c(Cl)cccc2Cl)cc(C(F)(F)F)n1,12,-11,i
O=C(C(Cl)Cl)N1CCN(Cc2ccccc2)CC1,21,-6,i
CCCC(C)C(=O)Nc1ccc(F)c(Cl)c1 (centres undefined),10,-43,i
CCOC(=O)C1=C(C)NC(=O)NC1c1ccsc1 (centres undefined),-14,-4,i
Cc1cc(-c2n[nH]c(=S)n2CC(C)C)cs1,6,-26,i
CNS(=O)(=O)c1ccc2nc(NC(=O)/C=C/c3ccco3)sc2c1,4,-13,i
COc1ccc(NC(=O)CCCn2c(=O)c3sccc3n(Cc3ccc(C)cc3)c2=O)cc1,13,-32,i
CCc1ccnc(NS(=O)(=O)c2ccc3c(c2)OCCO3)c1,8,-12,i
O=C(Nc1ccc2[nH]c(=S)sc2c1)Nc1ccccc1F,-4,-25,i
CN(C)S(=O)(=O)c1cc(NC(=O)CSc2cccc[n+]2[O-])ccc1Cl,-1,-6,·
CC1(C)Cc2nc(NCCN3CCOCC3)c(C#N)cc2CO1,9,-14,i
CC(C)Cc1nnc(NC(=O)CSc2nc(N)cc(=O)[nH]2)s1,3,-15,i
COc1cccc(-n2cnc3scc(-c4cccs4)c3c2=O)c1,10,-28,i
O=C(CSc1nnc(-c2ccco2)n1Cc1ccco1)N1CCOCC1,2,-10,i
CCCS(=O)(=O)N1CCC(C(=O)NC2CCCCC2C)CC1 (centres undefined),13,1,i
COc1cc(C(=O)CCN2CCC(c3ccccc3)C2)cc(OC)c1OC (centres undefined),11,-34,i

# Limited to OX1R antag-1 and CHT PAM, for 3 of the compounds above:
Compound	OX1R antag-1	CHT PAM
COc1cccc(C(=O)NNC(=O)CCN2CCN(c3ccccc3)CC2)c1	8	·
CCNc1nc(Oc2c(Cl)cccc2Cl)cc(C(F)(F)F)n1	12	i
O=C(C(Cl)Cl)N1CCN(Cc2ccccc2)CC1	21	i

# Gathered by group: those above containing a nitro group on carbon
SMILES,OX1R antag-1,OX1R antag-2,CHT PAM
CS(=O)(=O)N(CC(=O)N1CCc2ccccc2C1)c1cccc([N+](=O)[O-])c1,10,-18,i
O=[N+]([O-])c1ccccc1/C=C/C=N/Nc1nc(N2CCCCC2)nc(N2CCCCC2)n1,4,-30,i
CCCCCC(=O)NC(=S)NNC(=O)c1ccc([N+](=O)[O-])cc1,33,16,i

# (continued)
SMILES,OX1R antag-1,OX1R antag-2,CHT PAM
CCc1nnc(NC(=O)CSc2nnc(-c3ccco3)n2CC)s1,19,-4,i
C=C(C)CNC(=S)N/N=C1\CCCCc2ccccc21,14,-13,i
O=C(COC(=O)c1ccc(S(=O)(=O)N2CCOCC2)cc1)NCc1ccccc1,6,8,·
Nc1nc(=S)[nH]c2c1C1(CCCCC1)Cc1ccccc1-2,10,-1,i
O=C(Cc1cccc(C(F)(F)F)c1)NCc1cccnc1,10,-7,i
COc1ccccc1NC(=O)CSc1nnc(CCNC(=O)c2ccc(C)cc2)n1C,22,-14,i
CCOC(=O)c1cnc(-c2ccccc2)nc1Oc1ccc(OC)cc1,6,-30,i
Cc1ccc2nc(N3C(=O)C(O)=C(C(=O)c4ccc(C)o4)C3c3cccc(O)c3)sc2c1 (centres undefined),5,-13,i
COc1ccc(O)c(/C=N/c2sc(C)c(C)c2C#N)c1,-5,-13,i
O=C(Nc1cc(S(=O)(=O)N2CCOCC2)ccc1N1CCOCC1)c1cccs1,10,-23,·
COc1ccc2c(c1)OC[C@H]1[C@H]2N2C(=O)[C@H](C)NC(=O)[C@@]2(C)[C@H]1c1ccccc1,0,-22,·
O=[N+]([O-])c1ccc(OCc2n[nH]c(=S)n2-c2ccccc2)cc1,-3,-11,i
Cc1nn(-c2ncc(C(F)(F)F)cc2Cl)c(=O)n1-c1ccccc1F,17,-4,i
CCOC(=O)C1CCCN(C(=O)c2ccc3oc(Cc4ccccc4)nc3c2)C1 (centres undefined),10,-17,i
O=C(CSc1nnc(Nc2ccccc2)s1)NCC1CCCO1 (centres undefined),9,7,·
O=C(CC12CC3CC(CC(C3)C1)C2)N/N=C\c1ccc[nH]1,3,-24,i
O=C(CSc1nnc(C2CC2)n1-c1ccccc1)NC1CCS(=O)(=O)C1 (centres undefined),5,14,·
Cc1nn(C)c(C(=O)NNC(=S)NCc2ccco2)c1Br,10,-10,i
O=C(NNC(=O)c1cc(Br)c(Br)s1)c1csc(N2CCOCC2)n1,24,-16,i
COc1ccccc1NC(=O)c1ccc(NC(=O)CN2CCCC2)cc1,21,-17,i
O=C(/C=C/Nc1ccc(F)cc1F)c1ccc(Br)cc1,8,-10,i
CCN(CC)S(=O)(=O)c1ccc2c(c1)N(CC(=O)N(CCc1ccncc1)C(C)C)C(=O)CO2,7,-20,i
CC[n+]1c(/C=C/c2ccc(N(C)C)cc2)ccc2ccccc21,94*,20,i
O=C(CN1CCN(c2ccccc2F)CC1)Nc1ccc2c(c1)CCC2,7,-27,i
COc1ccc(C(=O)Nc2ccccc2N2CCOCC2)cc1S(=O)(=O)N1CCCC1,5,-16,·
O=C(Nc1cccc(NC(=O)c2sc3ccccc3c2Cl)c1)c1ccco1,76*,-6,i
CCC1C(=O)NCCN1C(=O)c1cc(COc2cc(C)ccc2C)on1 (centres undefined),10,-4,i
Cn1cc(/C=C/C(=O)N2CCCC(C(=O)c3cccc4ccccc34)C2)cn1 (centres undefined),17,-12,i
Cc1ccc(O)c(C(=O)CC(=O)c2ccc(Cl)cc2)c1,12,-15,i
CCOc1ccccc1NC(=S)N1CCN(c2nc(-c3cccc(OC)c3)cs2)CC1,12,-29,i
NS(=O)(=O)c1cccc(NC(=O)CSc2ncnc3ccccc23)c1,22,-16,i
COc1ccc(N2C(=O)CSC2c2ccc3c(c2)OCO3)cc1 (centres undefined),4,-7,i
CC1(C)CSC(=NCCc2ccccc2)N1,23,-8,i
O=C(Cc1nc(-c2cnccn2)no1)NNC(=O)Nc1ccccc1,13,-6,i
O=C(Cc1ccccc1)Nc1ccc2c(c1)CCC2,-4,-22,i
CCC(C)[C@H](NC(=O)N1CC(=O)Nc2ccccc21)C(=O)N[C@@H](C(=O)O)c1ccccc1 (some centres undefined),11,2,i
O=C(Cn1cc(C(F)(F)F)ccc1=O)N/N=C/c1ccc(O)cc1,12,-8,i
COC(=O)C(=C/C=C/c1cccnc1)C(=O)OC,40,2,i
Cc1cccc(NC(=S)NC(=O)/C=C/c2ccccc2)n1,40,-18,i
Cc1cc(CNC(=O)COc2ccc(F)cc2)c2ccccc2n1,6,-6,i
CC(C)(C)c1cc(C(=O)N2CCN(c3ncccn3)CC2)ccn1,2,-7,i
COC(=O)C(CCSC)NC(=O)CNS(=O)(=O)c1ccc(F)cc1 (centres undefined),17,-27,i
Cn1c(-c2ccco2)nc2cc3ccccc3cc21,68*,-11,i
Cc1ccc(NC(=O)Cn2nc(C)cc2C)cc1,11,-9,i
CC1Cc2ccccc2N1C(=O)CNc1cccc(S(=O)(=O)N2CCCC2)c1 (centres undefined),22,-37,i
CCCNC(=O)CN(c1cccc(F)c1)S(C)(=O)=O,17,-7,i
CC(=O)NS(=O)(=O)c1ccc(NC(=S)NC(=O)Cc2ccccc2)cc1,-4,9,i
CCCOc1ccc(N2C(=O)C3C4C=CC(CC4)C3C2=O)cc1 (centres undefined),11,-20,i
O=C(c1ccc(CS(=O)(=O)c2ccc(Br)cc2)o1)N1CCCC1,11,-18,i
COc1ccc(CN2CCN(CCc3ccccc3)C(CCO)C2)c(Cl)c1OC (centres undefined),2,-35,i
CC1(C)CC(=O)C2=C(C1)Nc1ccccc1N1C(=O)c3ccccc3C21 (centres undefined),20,-22,i
Cc1ccc2c(c1)C(O)(CC(=O)c1ccc3c(c1)OCO3)C(=O)N2 (centres undefined),10,-7,i
CSCCC(NC(=O)c1ccc(Cl)c([N+](=O)[O-])c1)C(=O)N1CCN(C/C=C/c2ccccc2)CC1 (centres undefined),11,-13,i
CCOC(=O)C1=C(COC(=O)CCOc2ccc(OCC)cc2)NC(=O)NC1C (centres undefined),3,-19,·
CNC(=O)/C(C#N)=C/c1ccc(-c2ccccc2[N+](=O)[O-])o1,57,-15,i
Cc1ccc(NC(=O)Nc2nnc(Cc3ccc([N+](=O)[O-])cc3)s2)cc1,13,-15,i
Cc1ccc(C)c(NC(=O)Nc2ccc3c(c2)OCO3)c1,33,-3,i
